# Bioassay records from PubChem.
# PKA-R1A act: activates the PKA-R1A holoenzyme complex; P00514+P68181; PKA-R1A dissociation, Cy5-IP20 fluorescence polarization; scaled: DMSO 0%, 113 µM cGMP 100%; activation, % at 11.4 µM; 340,000 tested, 0.083% active;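 active = percent activation above the mean of all tested compounds plus 3 SD, cut at about 19% in these data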;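 also: higher means more PKAc released from R1A so a rise in polarization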
# phage Ecoli inh: E. coli growth loss with phage present | growth absorbance | inhibition, % at 11.9 µM | 360,000 tested, 0.26% active | AID 651602; in the data active = inhibition above about 11%
# AddAB inh: less growth of phage-infected E. coli with AddAB | E. coli expressing H. pylori AddAB, absorbance growth | inhibition, % at 11.9 µM | 330,000 tested, 0.29% active | AID 435030; in the data active = inhibition above about 12%;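 also: 0% = vehicle wells of infected cells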
# Tat transport: inhibitors of E. coli Tat protein transport; E. coli MC4100 TorA-mCherry Tat export, fluorescence; inhibition, % at 10 µM; 340,000 tested, 0.036% active;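 active = mean replicate inhibition at least 50% and at least half of replicates individually reaching 50%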;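 also: exported cargo escapes ClpAP degradation while cytoplasmic cargo is degraded and loses fluorescence; 0% = median of neutral control wells and 100% = median of NaSCN control wells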
# PfHsp90 set2: growth inhibition of yeast expressing Plasmodium Hsp90; 310,000 tested, 0.32% active; S. cerevisiae expressing PfHsp90, BacTiter-Glo ATP, 48 h; yeast lacking PDR1 and PDR3 efflux regulators; inhibition, % at 9.4 µM;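 active = every replicate shows inhibition above about 80%, whatever the replicate mean, limit read from the data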;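 also: 0% = DMSO neutral controls and 100% = 20 µM radicicol positive controls; yeast relying on Plasmodium falciparum Hsp90 in place of its own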
# OPRM1-OPRD1 inv: mu-delta opioid heterodimer inverse agonism; P35372+P41143; cell-based MOR-DOR heterodimer luminescence; inhibition, % at 9.3 µM; 340,000 tested, 0.21% active; AID 504357; in the data active = inhibition above about 22%, passing the limit was not always enough;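 also: 0% = cells with DMSO and 100% = wells without cells with DMSO; values of inactives mirror those of a sister screen read the other way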
# PKA-R2B activ: PKA-R2B complex activation | activation, % at 11.4 µM | PKA-R2B holoenzyme dissociation, Cy5-IP20 fluorescence polarization; R2B truncated from residue 108, S112A mutant; 0% DMSO only, 100% 113 µM cGMP | P22694+P31323 | 340,000 tested, 0.079% active;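 active = activation above a cutoff set at the mean over all compounds plus 3 SD, cut at about 18% in these data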;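 also: higher means more holoenzyme dissociation and a rise in polarization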
# Target sequence (P31323 whole entry, looked up, other chains not shown, the tested form may be a part): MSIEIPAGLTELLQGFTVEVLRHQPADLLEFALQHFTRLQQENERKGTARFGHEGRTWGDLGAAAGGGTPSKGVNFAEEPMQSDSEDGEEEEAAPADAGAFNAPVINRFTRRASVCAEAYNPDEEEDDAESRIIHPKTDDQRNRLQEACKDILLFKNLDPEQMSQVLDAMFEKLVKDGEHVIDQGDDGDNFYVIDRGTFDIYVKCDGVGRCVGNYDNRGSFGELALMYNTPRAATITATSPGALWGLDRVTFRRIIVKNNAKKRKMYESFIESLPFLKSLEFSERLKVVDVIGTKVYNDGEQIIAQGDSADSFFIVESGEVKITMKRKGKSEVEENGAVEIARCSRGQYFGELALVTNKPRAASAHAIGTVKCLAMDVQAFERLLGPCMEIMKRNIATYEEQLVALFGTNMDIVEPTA
# Ecoli viability: bacterial growth inhibition, counter-screen for AddAB inhibitors; E. coli V3065 growth, OD600 absorbance, 18 h; 330,000 tested, 0.27% active; AID 449728; inhibition, % at 11.9 µM;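 active = inhibition above the campaign's mean inhibition across all tested compounds plus 3 SD, cut at about 9.9% in these data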;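 also: uninfected addAB+ strain grown without phage in ampicillin broth; 0% = DMSO wells and 100% = ciprofloxacin 0.95 µg/ml wells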
# Mot1-301 SUMO: inhibitors of SUMOylation pathway: yeast Mot1-301 growth rescue. 320,000 tested, 1% active. AID 2716. growth rescue, % at 18.8 µM. S. cerevisiae Mot1-301 growth rescue, ATP luminescence, 38.5C; percent above DMSO median, 100 means doubled;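 active = every valid replicate shows activation above 250% relative to neutral control wells; inactive = the rest, any valid replicate at or below 250%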;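 also: OY570 slx delta 5 strain wells were the positive control but not used for scaling; some compounds called inactive have numbers as strong as hits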
# OPRM1-OPRD1 ag: OPRM1-OPRD1 heterodimerization agonism; 340,000 tested, 0.3% active; cells, luminescence; P35372+P41143; activation, % at 9.3 µM; in the data active = activation above about 18%;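 also: 0% = vehicle-treated cells and 100% = reference agonist; values of inactives mirror those of a sister screen read the other way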
# HTR5A inv ag: HTR5A inverse agonism, opioid heterodimer counter-screen. P47898. HTR5A cell line, luminescence. inhibition, % at 9.3 µM. 340,000 tested, 0.083% active. AID 504634; in the data active = inhibition mostly above about 23%, no sharp cut-off; inactive = mostly below about 18%;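 also: 0% = cells with DMSO and 100% = no-cell wells with DMSO; some compounds called inactive have numbers as strong as hits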
# Target sequence (P47898 whole entry, looked up): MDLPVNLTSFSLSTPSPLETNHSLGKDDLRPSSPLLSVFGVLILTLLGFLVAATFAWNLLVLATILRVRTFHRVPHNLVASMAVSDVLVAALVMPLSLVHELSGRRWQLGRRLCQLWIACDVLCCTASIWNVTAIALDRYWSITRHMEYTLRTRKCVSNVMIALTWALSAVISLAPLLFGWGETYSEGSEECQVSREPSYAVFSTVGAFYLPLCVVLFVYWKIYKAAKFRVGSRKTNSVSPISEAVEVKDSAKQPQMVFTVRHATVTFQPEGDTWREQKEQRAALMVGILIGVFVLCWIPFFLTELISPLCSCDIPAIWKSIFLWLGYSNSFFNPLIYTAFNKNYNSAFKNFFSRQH
# Starred values were filed as active, the others as inactive; / = not tested or not shown.
SMILES,PKA-R1A act,phage Ecoli inh,AddAB inh,Tat transport,PfHsp90 set2,OPRM1-OPRD1 inv,PKA-R2B activ,Ecoli viability,Mot1-301 SUMO,OPRM1-OPRD1 ag,HTR5A inv ag
CCOc1ccc(NCc2nnc(SCC(=O)Nc3cc(C)on3)n2-c2ccc(OC)cc2)cc1,-5,/,2.1,-1,/,-13,0,-0.2,94,2.6,1
Cc1ccc2nc(-c3ccccc3)cn2c1,-4,5.5,3.6,-7,63,8,1,-0.8,-48,-1.3,4
Cc1ccc(NC(=S)NNC(=O)CSc2nc3ccccc3c(=O)n2-c2ccc(C)cc2)cc1,4,2.2,0.3,0,-76,-2,3,-0.2,-24,0.3,-4
O=C(CSc1nnc2c3c4c(sc3ncn12)CCCC4)NCc1ccco1,-2,-0.6,1.8,-6,25,7,-3,0.3,6,-1.2,-12
CCOc1ccc(CNC(=O)CCS(=O)(=O)Cc2ccccc2C)cc1OC,1,-0.7,0.0,-2,-22,13,-8,0.7,-18,-2.5,7
CC12CCC(C(=O)NNC(=O)c3ccccc3)(OC1=O)C2(C)C (stereo unspecified),8,0.9,1.0,1,-15,5,-5,4.1,14,-0.8,19
CN(C(=O)Cc1c(C(=O)O)n(C)c2ccccc12)c1cccc(C(F)(F)F)c1,-1,2.1,-2.7,-1,-5,2,-12,-2.8,6,-0.4,6
COc1cc(OC)c(OC)cc1/C=C1\Oc2cc(OCC(=O)N3Cc4ccccc4C[C@H]3C(=O)O)ccc2C1=O,-17,/,2.7,2,-27,14,-5,3.5,-3,-2.8,18
CN(c1ccc(Cl)cc1)S(=O)(=O)c1nnc(NC(=O)C(C)(C)C)s1,5,-1.4,/,-4,-2,2,3,/,-12,-0.4,-11
COc1ccc(-n2nc(C(=O)NCC(=O)N3CCN(c4ccc(F)cc4)CC3)c3ccccc3c2=O)c(OC)c1,-3,1.5,0.3,-4,-25,14,-9,0.8,-9,-2.6,11
COc1cc(OC)cc(N(C(=O)C2COc3ccccc3O2)C(C(=O)NC2CCCCC2)c2ccc(O)cc2)c1 (stereo unspecified),-5,0.9,-0.5,-12,-4,5,8,2.2,13,-1.0,-6
O=C(CSc1nc2ccccc2c(=O)n1-c1ccccc1)N1CCc2ccccc21,0,0.6,0.4,-1,-7,-5,10,-3.4,-4,0.7,-5
O=S(=O)(c1cccc(NC(=S)Nc2ccc(Br)cc2Cl)c1)N1CCOCC1,-10,0.1,0.8,6,3,-21,-11,1.8,/,3.8,3
Cc1ccc(NC(=O)c2cccnc2)cc1C,-1,0.2,2.1,-1,9,13,4,-2.8,151,-2.8,7
Cc1c(Cc2ccc3c(c2)OCO3)sc(NC(=O)C(C)(C)C)c1C#N,1,100*,0.2,-2,25,-6,-7,-0.6,-10,1.1,-21
CCCCN(CC)C(=O)c1n[nH]c(=O)c2ccccc12,-4,4.0,-0.3,3,4,11,9,-1.5,0,-2.1,20
COc1ccc(/C=N\NC(=O)c2ccccc2)cc1COc1ccccc1,-7,2.5,-1.2,0,-8,4,-2,-1.1,0,-0.8,-4
O=C(Nc1cccnc1)Nc1ccccc1Cl,6,3.7,0.5,-7,-1,-1,7,0.0,-30,0.2,1
CCC(=O)N/N=C(\C)CC(=O)Nc1ccccc1-c1ccccc1,-8,3.8,1.9,0,7,5,-17,-2.1,-5,-1.0,-8
CN(C(=O)c1cccc(NC(=O)Cc2cccc([N+](=O)[O-])c2)c1)C1CCCCC1,0,2.5,0.4,-46,9,3,-1,-1.5,-4,-0.6,-3

# phage Ecoli inh, hit marks shown above
smiles	PKA-R1A act	phage Ecoli inh	AddAB inh	Tat transport	OPRM1-OPRD1 inv	PKA-R2B activ	Mot1-301 SUMO	OPRM1-OPRD1 ag
Cc1c(Cc2ccc3c(c2)OCO3)sc(NC(=O)C(C)(C)C)c1C#N	1	100*	0.2	-2	-6	-7	-10	1.1

# New compounds follow
SMILES,PKA-R1A act,phage Ecoli inh,AddAB inh,Tat transport,PfHsp90 set2,OPRM1-OPRD1 inv,PKA-R2B activ,Ecoli viability,Mot1-301 SUMO,OPRM1-OPRD1 ag,HTR5A inv ag
CCOc1ccccc1NC(=O)CSC1=NN2CCCC(=O)N=C2S1,4,2.2,1.2,6,11,6,6,0.9,74,-1.0,-4
CC(C)(C)c1ccc(/C=C/C(=O)N2CCN(c3ncccn3)CC2)cc1,-7,3.8,1.4,1,-18,-2,-5,0.0,2,0.3,-2
Cn1c(-c2ccccc2)c[n+]2c1-c1ccccc1C2,1,3.6,0.2,-3,-10,-22,-1,0.1,-6,3.1,-4
O=C(CSc1nnc2ccc(-c3cccnc3)nn12)Nc1ccc(F)cc1F,4,-3.5,3.0,-6,17,12,2,0.0,-11,-2.3,18
CCCNC(=O)CS(=O)(=O)Cc1nc(-c2cccc(OC)c2)oc1C,4,5.1,-0.2,-5,14,-1,6,3.0,-17,0.2,-3
O=[N+]([O-])c1cc([N+](=O)[O-])c2nonc2c1Nc1ccc(O)cc1,0,1.6,0.0,1,-18,-10,-2,-0.1,-11,2.2,4
COc1ccc(S(=O)(=O)NCC(c2ccc(C)cc2)N2CCN(C)CC2)cc1 (stereo unspecified),-12,4.0,-0.4,-1,13,-4,-5,-1.1,-1,0.7,-6
Cc1cc(NC(=O)c2cc(-c3ccc(C)s3)nc3ccccc23)no1,-1,1.4,1.8,-4,13,14,-8,2.8,-3,-2.7,-33
O=C(c1cc(-c2ccc(Br)cc2)n[nH]1)N1CCN(C(=O)c2ccccc2Br)CC1,-8,3.5,3.5,-10,-7,-7,4,0.0,-8,1.3,-16
CS(=O)(=O)c1ccc2nc(NC(=O)c3ccccc3)sc2c1,-5,2.5,4.0,0,11,13,2,2.9,-18,-2.8,-8
O=C(C1CCCCC1)N1CCN=C1SCc1cccc([N+](=O)[O-])c1,-15,-1.2,-0.7,28,-68,5,-6,-0.5,-29,-1.0,4
COc1cc(C2CC(=O)c3c([nH]c(C(=O)OCCOC(C)C)c3C)C2)cc(OC)c1OC (stereo unspecified),-8,1.4,4.4,18,4,-1,5,1.0,-10,0.1,-11
O=C1Nc2ccccc2C1(O)Cc1ccncc1 (stereo unspecified),13,0.6,4.9,0,10,9,2,-1.3,20,-2.1,-2
COc1ccc(C)cc1NC(=O)C(=O)NNC(=O)COc1ccc(Cl)cc1,-13,-1.0,-5.5,-1,-24,1,-8,-6.6,-21,-0.2,16
O=C1C2CCCN2C(c2ccc(F)cc2)N1c1nccs1 (stereo unspecified),-8,1.2,5.1,-3,68,12,-6,-1.6,11,-1.9,9
O=S(=O)(c1ccc(=S)[nH]c1)N1CCOCC1,9,2.5,0.1,-2,1,-4,-6,-2.3,6,1.1,-3
CC(=O)c1ccc(NS(=O)(=O)Cc2ccc(Cl)cc2)cc1,2,4.8,1.2,0,-5,3,5,1.5,28,-0.5,17
CCOC(=O)c1sc(N(Cc2ccccc2)C(=O)CSc2ncn[nH]2)nc1C,3,0.3,2.7,10,28,-32,4,0.9,-12,6.9,-39
CCOC(=O)c1sc(=S)n(-c2ccccc2)c1N(C(C)=O)C(C)=O,10,5.5,4.6,-11,0,7,7,-0.6,183,-1.4,11
COc1cc(OC)c(C(=O)OC(C)C(=O)Nc2cc(C(F)(F)F)ccc2Cl)cc1OC (stereo unspecified),3,3.3,4.1,9,-42,-4,4,1.5,-1,0.8,-6
Cc1ccc(OCC(=O)Nn2c(C)nc3ccccc3c2=O)c(C(C)C)c1,-1,0.6,2.3,-2,-18,3,5,-0.5,-12,-0.5,-6
O=C(Nc1ccc(Cl)cc1)Nc1nnc(SCc2ccc(Cl)cc2)s1,5,1.2,-1.7,-4,-5,-1,0,1.8,378,0.1,14
CCN1CCN(c2nc3c(c(=O)[nH]c(=O)n3C)n2CCCc2ccccc2)CC1,-9,2.7,-0.7,15,2,11,11,-1.4,168,-2.1,15
Cn1ccnc1C(=O)c1ccccc1Cl,0,2.4,2.2,1,13,11,-3,0.2,2,-1.9,18
Cc1sc(NC(=O)CN(C(=O)c2ccccc2F)C2CCCC2)c(C(N)=O)c1C,-7,-2.5,2.4,4,7,6,-3,-0.4,-18,-1.0,-14
Cc1ccccc1NC(=O)c1ccc(F)c(S(=O)(=O)NCC2CCCO2)c1 (stereo unspecified),1,0.1,2.0,2,-9,18,0,2.4,5,-3.3,0
Cc1nn(-c2ccccc2)c(Cl)c1C(=O)OCC(=O)NCCc1ccccc1,-10,-1.3,/,6,-1,7,1,/,-8,-1.2,-15
O=C(NN=Cc1ccc(F)cc1)C1CC1,14,2.1,/,2,-3,1,0,/,/,-0.3,4
Cc1cccnc1NC(=O)/C=C/c1ccc2c(c1)OCO2,-2,-0.4,-0.7,5,/,12,-6,0.9,6,-2.3,-4
O=C(Nc1nc(-c2ccccn2)cs1)c1ccc(Cl)s1,0,-0.3,1.6,-3,66,22,10,-8.5,42,-4.2,-1
COc1ccc(C)cc1S(=O)(=O)N1CCC(C(=O)NC2CCCC2)CC1,-10,2.2,0.3,-10,6,-3,-6,-1.3,65,0.4,-20
Cc1ccc(NS(=O)(=O)c2cccc3cccnc23)c(Br)c1,-3,2.5,1.8,-3,-8,-4,9,1.5,-6,0.8,4
COCCn1c(SCc2csc(-c3ccccc3)n2)nc2ccccc21,-2,0.9,-0.8,9,3,-14,-1,-3.4,-2,2.8,2
CN(Cc1ccccc1)C(=O)c1[nH]cnc1C(=O)Nc1ccon1,6,3.4,1.7,-6,17,-1,5,-1.3,8,0.2,1
CC(=O)Nc1sc2c(c1C(c1ccccn1)N1CCCC1)CCCC2 (stereo unspecified),-8,-1.5,-0.7,-8,22,10,2,-3.6,6,-2.2,12
CN1CCN(C(=O)Nc2cccc3ccccc23)CC1,7,3.3,1.0,-6,-66,3,-2,-1.3,1,-0.6,-9
CC(/C=N/NC(=O)c1nn(C)c(C)c1Br)=C\c1ccccc1,-11,2.6,1.3,-2,-32,18,-24,-1.6,57,-3.5,15
CCNC(=S)NN(c1ccccc1)c1ccccc1,-2,1.9,0.3,-1,0,13,-2,-1.1,-9,-2.2,-41
O=C(Nc1ccncc1)C1CC(=O)N(Cc2ccccc2)C1 (stereo unspecified),-4,1.5,/,7,/,21,-10,/,/,-4.1,-8
COCCCNC(=O)C[C@H]1C[C@H](C(=O)N2CCCCC2)[C@@]2(CCc3ccccc3)c3[nH]c4cc(CCC(=O)N(C)C)ccc4c3CCN2C1=O,1,/,0.6,1,3,8,-2,-0.5,/,-1.6,-8
Cc1cc(NC(=O)CCN2CCC(C)CC2)ccc1Br,-12,-0.2,/,-3,0,-4,-4,/,2,0.9,-4
Cn1c(=O)c2c(nc(NCCCN3CCOCC3)n2Cc2ccc(Cl)cc2)n(C)c1=O,-11,-0.3,1.3,-5,1,6,-1,-1.2,-3,-1.2,-15
CSc1ccccc1NC(=O)CN(C)C(=O)Cc1c[nH]c2ccccc12,-12,0.8,1.2,6,31,-12,-11,0.1,273,2.3,4
C/C(=N/OC(=O)c1ccccc1Br)c1ccc(C)cc1,-4,1.1,0.7,3,-25,-33,-5,-1.0,14,6.4,-15

# This is a random part of the collection; overall some 2.2% were active at least once.
